Bioassay records as filed in PubChem BioAssay.
Autophagy HCS = modulators of autophagy. calls only at 10 µM (by protocol). 190,000 tested, 0.98% active. MEF GFP-LC3 puncta imaging; test concentration mostly 10 µM. AID 463193;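 active = percentage of spot-positive cells more than 3 SD above its plate mean, without a fluorescence outlier flag or 80% toxicity; inconclusive = no clear call, values can overlap the other calls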;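 also: spot-positive cell cutoff set from DMSO-treated cells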
HEK293 NOD2/NF-kB = inhibition of NOD2-driven NF-kB reporter – cell-based, luminescence, uHTS, HEK293 (AID 1566). 290,000 tested, 0.63% active. one-dose inhibition, % at 4 µM; EC50 in µM for titrated hits. HEK293 NOD2/NF-kB luciferase reporter, luminescence; higher % means a stronger effect; in the data active = inhibition above about 50%; also: many of its hits are not listed in these tables
Yfh1-depleted yeast = enhancers of respiration in Yfh1-depleted yeast, dose response, Friedreich's ataxia, plus single-dose screen (AID 1465); S. cerevisiae Yfh1-off respiration, WST-1 reduction, 72 h; higher fold induction means a stronger effect; fold induction at 50 µM, or EC50 in µM where a hit was titrated; 220,000 tested, 0.074% active;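 active = fold induction of absorbance versus untreated yeast above a set limit, then at least 30% activation at any dose in follow-up; inconclusive = repeats straddling the limit, or above it without dose testing; inactive = fold induction below the set limit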;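 also: activators that raise dye reduction in frataxin-depleted yeast; strong numbers were not always called active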
b-catenin transl = alters nuclear translocation of beta-catenin in HeLa cells; AID 1665; 190,000 tested, 0.3% active; nuclear translocation activity, % at 5 µM; immunofluorescence imaging;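 active = nuclear translocation activity above 50% at 5 µM, with a well cell count of 50 or more; inconclusive = wells under 50 cells across six images, flagged as toxic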;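 also: per-cell ratio of nuclear to cytoplasmic median beta-catenin stain intensity; plate controls were DMSO negative control for no effect and GSK-3 inhibitor IX positive control for full effect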
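Assay system: human HeLa cells, native beta-catenin; doses: 5 µM primary, 0.02–20 µM confirmation; incubation: compound treatment 24 h, 37°C, 5% CO2; technique: fluorescence imaging of beta-catenin antibody stain plus DAPI; measure: % activation, nuclear-to-cytoplasmic median beta-catenin signal ratio per cell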
Hep lipid drop = modulators of hepatic lipid droplet formation | AML12 mouse hepatocytes, oleate lipid droplets, BODIPY imaging | inhibition, % at 6.5 µM | 240,000 tested, 0.4% active | AID 1656;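 active = lipid droplet intensity inhibited by at least 50%, with more than 500 cells counted; inconclusive = wells with under 300 cells, treated as cytotoxic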
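Test system: AML12 hepatocytes (mouse); reagent: oleate loading, 100 µM; dosing: one dose, 6.5 µM compound; incubation: overnight exposure; signal: fluorescence imaging, 20x objective, two fields per well; read-out basis: % inhibition of corrected integrated BODIPY droplet signal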
Dynein cargo inh = blocks dynein driven cargo transport along microtubules; 3617.4 mouse cells, GR-EGFP nuclear translocation imaging; test concentration mostly 20 µM; stimulated with dexamethasone, 1 µM; stronger effect = lower value; AID 1381; 220,000 tested, 0.47% active; z-score, hits read low;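 active = plate z-score of nuclear minus cytoplasmic receptor signal below a set negative limit, without overly bright fluorescence or cell loss, cut at about -3.5 in these data, passing the limit was not always enough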;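 also: z-score of nuclear minus cytoplasmic ring GR-EGFP intensity difference per well; some compounds called inactive have numbers as strong as hits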
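Buffer or medium – tet-free medium with charcoal-stripped serum · Signal – automated 10x imaging of fixed Hoechst-stained cells · Also added – dexamethasone agonist, 1.0 µM final, for 30 min · Incubation – induction 48 h, compound 1 h, agonist 30 min · Read-out – GR-EGFP nuclear translocation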
MT stabilizer = stabilizes microtubules in HeLa cells. 200,000 tested, 0.83% active. HeLa tubulin immunostaining HCS, 24 h; share of cells brighter than vehicle mean+2SD. AID 2205. % tubulin-high responders, % at 10 µM;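 active = plate Z-score above 3 for both tubulin-high and condensed-nucleus cell shares, with cell loss under 80%, at 10 µM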;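 also: anti alpha tubulin signal scored within the nucleus-defined area of each cell; some results filed as inactive read as strong as hits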
Ins promoter up = MIN6 insulin promoter up-regulation; MIN6 insulin promoter-GFP reporter, high-content imaging; stronger effect = higher value; z-score at 5 µM; 190,000 tested, 0.3% active;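 active = z-score above 3 at 5 µM with at least 500 cells counted in the well; inconclusive = wells under 500 cells, flagged as cytotoxic or low count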
WT yeast gro inh = growth inhibition of WT yeast, mitochondrial fusion screen; mitochondrial fusion phenotypic screen, WT strain; inhibition, % at 10 µM; 190,000 tested, 2.1% active; AID 1362; in the data active = inhibition above about 58%; tested in S. cerevisiae
WT yeast gro inh mutant strain = recorded beside WT yeast gro inh, whose call it bears; inhibition, %; mitochondrial fusion phenotypic screen, mutant strain inhibition
Dynein cargo inh cytoplasmic EGFP = further read-out of Dynein cargo inh, marked with its call; z-score; measured here: cytoplasmic GR-EGFP intensity; stronger effect = higher value
Dynein cargo inh nuclear GR-EGFP = further read-out of Dynein cargo inh, marked with its call; z-score; measured here: nuclear GR-EGFP intensity;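 lower value marks the stronger effect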
Dynein cargo inh cell count = second read-out of Dynein cargo inh, no call of its own (marks repeat the call); z-score; measured here: cell count per field
Ins promoter up cell count = second read-out of Ins promoter up, no call of its own (marks repeat the call); cell count; measured here: cytotoxicity, nuclei count;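 total cells summed across four imaged fields per well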
Hep lipid drop cells 6.5 µM = also measured in Hep lipid drop; calls as there; cell count; measured here: cell count, cytotoxicity flag;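 cells counted across two imaged fields per well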
b-catenin transl cell count 5 µM = recorded beside b-catenin transl, whose call it bears; cell count; measured here: cell count, cytotoxicity flag
MT stabilizer Hoechst-high % = recorded beside MT stabilizer, whose call it bears; % Hoechst-high responders; measured here: nuclear condensation Hoechst responders;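 share of cells brighter than vehicle mean plus two SD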
MT stabilizer cytotoxicity % = further read-out of MT stabilizer, marked with its call; toxicity, %; measured here: cytotoxicity by cell density;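 0% = mean cell density of plate MIN control wells and 100% = no cells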
Autophagy HCS cell loss 18 h = also measured in Autophagy HCS; calls as there; toxicity, %; measured here: cell loss, nuclei count;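 cell loss after 18 h compound exposure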
Active calls of the source: *; i = inactive; ? = inconclusive; / = not tested or not shown; + = active, no number. Some of the compounds tested, so the mix of outcomes need not match the whole.

SMILES	Autophagy HCS	Autophagy HCS cell loss 18 h	HEK293 NOD2/NF-kB	Yfh1-depleted yeast	b-catenin transl	b-catenin transl cell count 5 µM	Hep lipid drop	Hep lipid drop cells 6.5 µM	Dynein cargo inh	Dynein cargo inh cytoplasmic EGFP	Dynein cargo inh nuclear GR-EGFP	Dynein cargo inh cell count	MT stabilizer	MT stabilizer Hoechst-high %	MT stabilizer cytotoxicity %	Ins promoter up	Ins promoter up cell count	WT yeast gro inh	WT yeast gro inh mutant strain
COc1ccc(N2CCN(S(=O)(=O)c3cn(C)c(=O)n(C)c3=O)CC2)cc1	/	/	-5%	i	0.3	1243	7	609	-0.88	-0.29	0.18	0.1	/	/	/	0.21	946	/	/
COc1ccc(S(=O)(=O)N2CCc3ccccc32)cc1NC(C)=O	i	-8	5%	i	1.2	1472	-1	684	1.6	0.12	1	-1.1	7.2	4.5	30	0.04	1475	11	-1
COc1ccc(C(c2sc3nc(C)nn3c2O)N2CCN(CCO)CC2)cc1OC (stereo not drawn)	i	4	13%	i	0.3	1021	-23	623	1.1	-0.18	0.69	-0.28	3.2	1.4	3.7	-0.11	1801	-5	4
CCCCOc1ccc(-c2nnn(CCC(=O)N3CCOCC3)n2)cc1	i	1	-5%	i	-1.5	695	/	/	-0.3	-0.22	0.26	0.26	2.4	1.2	7.8	-1.4	954	5	-12
N#Cc1ccccc1NC(=O)COC(=O)CSc1nc2ccccc2o1	i	0	4%	i	-1.3	1094	22	726	-0.089	-0.3	0.27	0.68	4.3	1.1	5.5	0.06	1545	-20	-33
CC(=O)N1c2ccccc2NC2=C(C(=O)CCC2)C1c1ccco1 (stereo not drawn)	i	28	0%	i	-2.4	1048	-5	671	0.78	-0.14	0.69	-1	2.1	0.8	1.0	1	1673	-5	-5
CCSc1n[nH]c2nc3c(c(=O)n12)C1(CCCCC1)Cc1ccccc1-3	/	/	18%	i	-0.3	1327	-29	718	-0.28	-0.23	-0.18	0.69	/	/	/	-0.12	1044	/	/
COc1cc(NC(=S)N2CCN(Cc3ccccc3)CC2)cc(OC)c1	i	-5	8%	i	3.0	1002	-15	495	-0.023	-0.074	0.076	1.2	3.7	2.3	9.8	-0.78	1440	6	-1
Cc1ccc(CCNS(=O)(=O)c2cnc[nH]2)cc1	i	1	4%	i	-0.3	1019	-8	785	1.4	-0.2	1.2	-0.11	2.3	1.9	3.2	0.35	1326	-2	0
CCN1C(=O)c2cccc3c(NC(=O)c4ccc5c(c4)OCCO5)ccc1c23	i	4	-57%	i	0.3	1086	-2	596	3.4	-0.022	1.7	-0.93	1.8	1.1	11	-0.71	1909	-4	1
Cc1nn(CCCC(=O)NCCc2ccccc2)c(C)c1[N+](=O)[O-]	i	13	9%	i	-4.2	1137	1	688	1.4	-0.15	0.81	-0.35	5.4	2.3	2.4	-0.34	1281	11	-4
COC(=O)c1ccc(/C=N/NC(=S)NC(C)C)cc1	/	/	-9%	i	-0.3	1228	1	652	1.9	-0.67	0.68	-1.6	/	/	/	-0.04	943	/	/
CCCCC1(C)OC(=O)C(=Cc2ccc(SC)cc2)C(=O)O1 (stereo not drawn)	i	20	10%	i	0.8	1046	-20	744	1.5	-0.23	0.92	-0.74	1.0	1.3	1.2	/	/	2	1
Cc1ccc(S(=O)(=O)Cc2ccc(C(=O)N3CCc4ccccc4C3)o2)cc1	i	23	11%	i	/	/	/	/	-3.2	0.31	-1.9	0.2	4.1	2.6	2.6	?	/	11	1
O=C(c1cccs1)N(Cc1cc2ccccc2[nH]c1=O)c1ccccc1	i	7	14%	i	-0.6	1387	5	713	-0.36	-0.32	-0.25	0.21	1.2	3.2	5.2	0.03	1228	-7	-7
Cc1ccc(NNC(=O)c2c(F)cccc2Cl)cc1C	/	/	11%	i	-0.6	1378	/	/	-0.23	-0.26	-0.33	0.43	/	/	/	0.64	1502	/	/
CCCc1cc(=O)[nH]c(SCc2ccc(C#N)cc2)n1	i	-5	8%	i	/	/	5	710	-0.34	-0.19	0.24	0.21	4.8	2.8	6.4	-0.67	1298	4	18
O=C(Oc1ccccc1N1CCOCC1)c1sccc1Br	/	/	-1%	i	1.2	1029	-10	626	0.78	-0.27	0.22	-0.095	/	/	/	-0.51	1476	/	/
COC(=O)C1=C(NC(=O)COc2ccc3ccccc3c2)CCS1	i	6	12%	/	-1.8	1147	11	674	-0.23	-0.24	-0.32	0.39	5.0	3.4	7.9	-0.03	1491	27	7
COC(=O)c1[nH]c2ccc(Br)cc2c1NC(=O)CN1CCN(C2CCCCC2)CC1	i	3	-8%	i	/	/	/	/	-3.2	0.82	-1.3	-4.6	16	2.5	26	-1.1	1472	20	-6
COc1ccc(-c2cc(C(F)(F)F)nc(SCC(=O)NCc3cccs3)n2)cc1OC	i	9	12%	i	-0.9	560	3	599	0.12	-0.38	0.23	1	2.2	2.6	0.7	-0.08	1367	12	9
Cc1ccccc1Cn1nnc(-c2cccc(C(=O)O)c2)n1	i	0	-107%	i	/	/	2	797	-1.2	0.67	-0.13	0.38	1.6	2.2	26	/	/	11	5
Fc1ccccc1SCc1nnc(-c2ccccc2Br)o1	i	3	-89%	i	-2.8	1111	1	668	-1.8	-0.18	-0.71	0.00056	4.6	1.4	6.6	0.06	1235	1	5
CCN=C1SC(C(=O)Nc2cccc(OCC)c2)CC(=O)N1CC (stereo not drawn)	i	-4	2%	i	1.4	1120	/	/	-0.48	-0.15	-0.22	0.58	2.6	1.7	5.6	-1.3	1112	28	21
O=c1[nH]c(SCc2nc3ccccc3c(=O)n2-c2ccccc2)nc2ccccc12	i	-4	-9%	i	1.2	1013	-1	715	-0.63	-0.26	-0.32	0.79	2.2	2.1	6.5	-0.09	1537	-17	-15
Later entries:
SMILES	Autophagy HCS	Autophagy HCS cell loss 18 h	HEK293 NOD2/NF-kB	Yfh1-depleted yeast	b-catenin transl	b-catenin transl cell count 5 µM	Hep lipid drop	Hep lipid drop cells 6.5 µM	Dynein cargo inh	Dynein cargo inh cytoplasmic EGFP	Dynein cargo inh nuclear GR-EGFP	Dynein cargo inh cell count	MT stabilizer	MT stabilizer Hoechst-high %	MT stabilizer cytotoxicity %	Ins promoter up	Ins promoter up cell count	WT yeast gro inh	WT yeast gro inh mutant strain
Cc1cccc2sc(NNC(=O)C3=COCCO3)nc12	i	-27	-6%	i	-1.3	937	-25	662	-0.9	-0.3	-0.15	0.65	3.3	1.3	5.9	1.4	1599	7	-1
CC(CSc1nnnn1-c1ccccc1)Cn1c(N2CCCC2)nc2c1c(=O)[nH]c(=O)n2C (stereo not drawn)	+	6.5*	19%	i	-2.2	920	-55	656	-0.3	-0.33	-0.48	0.79	2.6	3.8	6.0	-0.29	1359	0	-7
O=C(CSc1ncnc2c1cnn2CCc1ccccc1)Nc1cccc(C(F)(F)F)c1	i	16	-3%	i	-2.9	1126	-13	703	-0.86	-0.35	-0.24	0.37	1.1	1.8	4.2	0.01	845	8	21
O=C(NC1CCCC1)c1cc2c(ccc3ccccc32)o1	i	3	-92%	i	-5.0	1221	-15	780	-0.84	0.5	-0.15	0.35	1.3	1.1	8.1	/	/	11	-1
Cc1ccc(-c2cc(C(=O)OCC(=O)Nc3cc(C)on3)c3ccccc3n2)c(C)c1	i	3	18%	i	-3.3	1056	-1	829	-0.15	-0.3	0.15	-0.042	6.1	3.8	8.0	1.1	1165	10	-17
COc1ccc(N2CCN(Cc3nc4ccccc4c(=O)[nH]3)CC2)cc1	i	2	-5%	i	-0.1	1015	1	776	-0.16	-0.2	-0.089	0.016	2.6	1.8	0.7	0.07	1227	-6	3
CC(C)(C)OCC(O)CN1CCN(C(=O)c2ccccc2)CC1 (stereo not drawn)	i	-12	17%	i	-4.4	1089	0	695	0.25	-0.22	-0.12	0.5	2.7	2.0	2.7	0.28	1616	13	0
CCOC(=O)c1cnn(CCOC(=O)c2ccc(OC)cc2)c1NC(=O)c1ccc(OC)cc1	i	0	10%	i	-0.5	850	14	648	0.7	-0.32	-0.0028	-0.076	2.1	3.5	9.8	0.03	1451	-1	-22
O=C(CC1=NC2(CCCC2)Cc2ccccc21)N1CCOCC1	i	1	9%	i	-3.5	1204	/	/	-0.22	-0.19	-0.25	0.16	1.2	0.7	4.2	0.58	1166	4	17
C=CCn1c(C)cc(C(=O)CSc2ccc(NC(C)=O)cc2)c1C	i	-1	-131%	i	0.2	1418	/	/	-0.16	-0.22	-0.91	0.94	2.6	1.7	5.0	0.07	1308	-4	3
CN1C(=S)N(c2ccccc2)C(=O)/C1=C/c1ccco1	i	-9	2%	i	-2.2	1094	0	621	0.43	-0.12	0.23	-0.53	1.8	1.6	1.3	-0.48	1365	20	0
CC1(C)CC2(CC(c3cccs3)c3cc(Cl)c(O)cc3O2)NC(=S)N1 (stereo not drawn)	i	14	31%	/	-1.8	1395	/	/	-0.29	-0.15	0.48	0.74	2.5	1.6	6.8	-0.09	1537	17	-5
